Bioassay records from PubChem BioAssay.
LEDGF integ inh: blocks HIV-1 LEDGF/p75-dependent DNA integration | TR-FRET IN-LEDGF/p75 DNA integration, Eu/Cy5 | inhibition, % at 3.7 µM | actives 0.64% (n = 370,000) | AID 743269;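 active = inhibition above the screen-wide mean plus 3 SD, cut at about 13% in these data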;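 also: signal is the Cy5 over europium emission ratio at 671 and 618 nm; 0% = plate median of compound wells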
TCR-CD3 inh: blocks the human TCR-CD3 interaction | TAMRA-labeled TCR probe fluorescence, biochemical | inhibition, % at 9.4 µM | actives 0.37% (n = 360,000) | AID 651800; in the data active = inhibition above about 19%;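 also: recombinant mutant TCR 2C K166C tagged with TAMRA read by polarization; 0% = receptor in buffer alone and 100% = receptor with positive control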
TDP2 inh: TDP2 (human) inhibition, absorbance primary screen; AID 720702; recombinant TDP2, T5PNP hydrolysis, p-nitrophenol absorbance 415 nm; inhibition, % at 12.8 µM; actives 0.34% (n = 370,000);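 active = inhibition above the mean of all tested compounds plus 3 SD, set per campaign, cut at about 25% in these data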;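 also: 0% = DMSO with enzyme and 100% = buffer with substrate but no TDP2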
Target sequence (O95551 whole entry, looked up): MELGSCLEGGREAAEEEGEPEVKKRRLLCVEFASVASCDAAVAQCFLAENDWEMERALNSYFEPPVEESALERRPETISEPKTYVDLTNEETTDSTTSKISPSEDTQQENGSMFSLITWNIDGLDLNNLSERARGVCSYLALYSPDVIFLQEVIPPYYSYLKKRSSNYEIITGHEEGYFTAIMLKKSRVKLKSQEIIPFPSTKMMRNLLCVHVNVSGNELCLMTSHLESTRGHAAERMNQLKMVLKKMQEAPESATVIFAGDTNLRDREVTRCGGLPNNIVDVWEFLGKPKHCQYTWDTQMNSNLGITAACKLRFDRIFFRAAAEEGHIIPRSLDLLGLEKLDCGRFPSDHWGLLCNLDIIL
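System – recombinant human TDP2 · Amount – 120 nM TDP2 per well · Buffer or medium – Mg2+-containing Tris-HCl buffer, pH 7.5 · Reagent – T5PNP substrate, 5 mM · Dosing – 12.8 µM single point, 1% DMSO · Incubation – 2 h at 37 °C · Measured by – epi absorbance · Read-out basis – percent inhibition · Benchmarks – high control without enzyme, low control DMSO plus TDP2 · Repeats – singlicate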
SIAE inh: human SIAE inhibition, primary screen. SIAE FP-Rh probe binding, fluorescence polarization. inhibition, % at 9.66 µM. actives 0.69% (n = 370,000);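 active = inhibition above a cutoff: mean of compounds within the control limits plus 3 SD of those, cut at about 17% in these data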;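 also: 0% = plate median of compound wells and 100% = probe without SIAE protein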
Tn7 DDE FP: DD(E)-Tn7 binding inhibition, primary FP screen; P02675; FP displacement of FITC-Tn7 peptide from fibrin DD(E); 0% = median of compound wells per plate; inhibition, % at 8.3 µM; actives 0.13% (n = 370,000); AID 720508;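 active = inhibition above the mean of compounds falling within the control limits plus 3 SD of them, cut at about 14% in these data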;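 also: 0% = plate median of compound wells and 100% = 10 µM Aha-Tn7 peptide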
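Assay system: human fibrin DD(E). Input: DD(E) 2 µM final. Medium: Tris buffer with calcium and detergent, pH 7.8. Compound dosing: single point at 8.3 µM. Timing: 10 min plus 3 h, room temperature. Technique: fluorescence polarization of the labelled Tn7 tracer. Read-out: percent inhibition. Replicates: singlicate testing.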
KLK7 zymogen act: activators of human kallikrein-7 zymogen; P49862; purified proKLK7, EDANS-DABCYL substrate fluorescence; 100% is mature enzyme control, 0% vehicle; activation, % at 7 µM; actives 0.9% (n = 370,000);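 active = activation above the mean of all tested compounds plus 3 SD, computed per campaign excluding outliers beyond control limits, cut at about 13% in these data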
Target sequence (P49862 whole entry, looked up): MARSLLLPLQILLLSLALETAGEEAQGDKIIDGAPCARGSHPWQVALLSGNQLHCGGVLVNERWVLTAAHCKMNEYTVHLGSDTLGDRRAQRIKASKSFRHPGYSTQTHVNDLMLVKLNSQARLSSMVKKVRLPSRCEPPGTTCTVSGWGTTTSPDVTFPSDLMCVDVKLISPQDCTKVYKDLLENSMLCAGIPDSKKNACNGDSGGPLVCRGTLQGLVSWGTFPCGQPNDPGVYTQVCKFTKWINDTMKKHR
UHRF1 binding: UHRF1 methyl-DNA binding inhibition; inhibition, % at 4.4 µM; Q96T88; actives 0.75% (n = 370,000); UHRF1 binding to methylated oligo, TR-FRET; in the data active = inhibition above about 21%;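 also: UHRF1 SRA domain binding a hemimethylated CpG hairpin DNA probe; 0% = median of test compound wells and 100% = reference inhibitor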
PRMT1 FP inh: PRMT1 (human) inhibition, primary screen; actives 1.3% (n = 370,000); recombinant PRMT1, activity-based probe fluorescence polarization; Q99873; inhibition, % at 2.79 µM;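 active = inhibition above about 21% made by adding two undisclosed values, limit read from the data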
Target sequence (Q99873 whole entry, looked up): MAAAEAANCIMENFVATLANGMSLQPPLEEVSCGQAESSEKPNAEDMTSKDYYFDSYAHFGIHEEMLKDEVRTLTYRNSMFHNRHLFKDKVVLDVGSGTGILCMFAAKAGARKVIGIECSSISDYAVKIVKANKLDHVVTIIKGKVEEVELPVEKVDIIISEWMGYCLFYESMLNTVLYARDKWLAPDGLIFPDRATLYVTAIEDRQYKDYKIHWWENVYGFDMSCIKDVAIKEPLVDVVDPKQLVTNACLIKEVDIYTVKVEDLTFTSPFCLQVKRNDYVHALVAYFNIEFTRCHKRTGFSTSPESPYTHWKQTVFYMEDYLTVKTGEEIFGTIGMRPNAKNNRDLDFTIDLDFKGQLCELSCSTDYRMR
MBD2 inh: MBD2-methylated oligo binding inhibition. AID 686964. inhibition, % at 4.4 µM. TR-FRET, MBD2 binding to methylated oligonucleotide. actives 0.31% (n = 370,000). Q9UBB5; in the data active = inhibition above about 13%
DDE Tn6 FP inh: inhibitors of Tn6 peptide binding to human fibrin DD(E) | P02675 | Fibrin DD(E) TRITC-Tn6 fluorescence polarization displacement | inhibition, % at 8.3 µM | actives 0.21% (n = 370,000) | AID 720509;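 active = inhibition above a per-campaign cutoff: mean of compounds within control limits plus 3 SD, cut at about 15% in these data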;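 also: 0% = median of all compound wells on the plate and 100% = blocking peptide control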
* = called active by the depositor; · = not tested or not shown.

cpd	SIAE inh	TDP2 inh	KLK7 zymogen act	MBD2 inh	DDE Tn6 FP inh	UHRF1 binding	TCR-CD3 inh	LEDGF integ inh	PRMT1 FP inh	Tn7 DDE FP	Structure
1	-5	-4	0.1	5	-6	2	-12	-5	2	-7	O=C1CSC(c2ccccn2)N1c1ccc(C(F)(F)F)cc1 (centres undefined)
2	14	-12	0.0	-6	1	-1	-5	3	-5	6	CC(C)CN(C(=O)COC(=O)c1ccc(-c2ccccc2)cc1)C1CCS(=O)(=O)C1 (centres undefined)
3	-12	0	-0.2	0	-12	4	-3	-1	8	-5	COCCOC(=O)C1=C(C)N=C2SCCC(=O)N2C1/C=C/c1ccccc1 (centres undefined)
4	-2	10	0.3	-4	-6	-2	-1	-1	2	-5	CCCCSc1nc2c(cnn2-c2ccc(Cl)cc2)c(=O)[nH]1
5	0	-3	-0.2	0	-14	3	-9	4	0	-5	Fc1ccc(OCCOCCN2CCCC2)cc1
6	1	-2	0.6	2	3	-4	-4	-2	-2	7	Cc1nnc(NC(=O)CSc2nnc(Cc3ccccc3)n2Cc2ccccc2)s1
7	-2	-1	0.3	-3	-1	0	5	-2	-4	5	CCOc1cc(S(=O)(=O)NCCCN2CCOCC2)ccc1F
8	1	-3	-0.3	3	0	-2	7	5	-6	1	CC(=O)Nc1ccccc1OC(C)C(=O)N1CCC(C)CC1 (centres undefined)
9	-2	0	0.1	5	0	-1	-2	-2	-1	6	COc1ccc(/C(N)=N/OC(=O)Cc2ccccc2)cc1
10	6	-2	0.1	-1	-1	-3	2	7	5	-2	COc1ccccc1NS(=O)(=O)c1cc(NC(=O)c2ccncc2)ccc1N1CCCC1
11	-1	-8	0.5	-1	-3	-2	-10	2	-1	0	CCOC(=O)c1oc2cc(O)cc(O)c2c(=O)c1OCc1ccccc1
12	5	-20	0.8	0	-5	-3	4	-2	12	-5	c1ccc(-c2nnc(CN3CCCc4ccccc43)o2)cc1
13	-9	-2	-0.1	2	5	0	-1	1	0	-1	COCCCNC(=O)CSc1nc2c(sc3ccccc32)c(=O)n1CCCC(=O)NCC1CCCO1 (centres undefined)
14	8	12	0.7	-3	-3	1	0	-2	-4	4	COc1ccccc1C(=O)N/C(=C/c1ccc2c(c1)OCO2)C(=O)Nc1cccc(C(=O)O)c1
15	-3	0	0.5	-1	2	0	5	1	0	3	CC1CCC(C(O)(C(=O)c2ccccc2)c2ccccc2)C(=O)C1 (centres undefined)

More structures follow:
cpd	SIAE inh	TDP2 inh	KLK7 zymogen act	MBD2 inh	DDE Tn6 FP inh	UHRF1 binding	TCR-CD3 inh	LEDGF integ inh	PRMT1 FP inh	Tn7 DDE FP	Structure
16	-3	-4	-0.7	4	2	1	-7	0	9	-3	CC(=O)c1cccc(-c2ccnc3c2CC(C(=O)NCc2ccc(F)c(F)c2)O3)c1 (centres undefined)
17	-3	8	-0.6	1	-1	-3	-2	-3	1	1	Nc1ccc(-c2cc3ccccc3oc2=O)cc1
18	0	3	-0.8	5	2	0	-5	-8	2	4	CCOc1ccc(-c2noc(CCC(=O)NC3CCCCC3)n2)cc1OC
19	2	4	0.3	-2	1	0	0	-2	0	2	O=C(C(=O)N1CCN(C(=O)c2cccs2)CC1)c1cccc(C(F)(F)F)c1
20	-6	-5	-0.1	-1	-3	0	6	0	-3	0	CCC(C)(C)NC(=O)C(c1ccc(F)cc1)N(Cc1cccc(OC)c1)C(=O)c1cnccn1 (centres undefined)
21	6	4	-0.1	-4	0	0	5	1	-1	2	CCCCc1ccc(NC(=O)C(C)CC)cc1 (centres undefined)
22	-8	-12	-26	-7	-5	-5	6	8	14	-10	COc1ccc2c(CN(C)c3ccccc3)cc(=O)oc2c1
23	-1	-6	0.2	-1	3	2	-2	1	1	-7	Cc1onc(-c2ccccc2)c1C(=O)Nc1ccon1
24	-5	0	-0.4	-1	0	1	-5	2	5	5	N#CCC(=O)Nc1ccc(C(=O)Nc2ccc3c(c2)OCO3)cc1
25	5	5	0.0	-11	-7	-4	-2	0	-3	0	CCN(c1ccccc1)c1nc2nonc2nc1NCCO
26	11	7	-0.3	3	2	-2	-5	2	0	-3	COc1ccc(CC(=O)NCc2n[nH]c(=S)n2-c2ccccc2)cc1
27	2	-3	-3.0	3	-9	5	-3	7	-5	-6	CCCn1c(=O)c(C(=O)Nc2ccccc2N)c(O)c2ccccc21
28	0	4	-0.8	-3	-2	-2	-11	-8	0	4	COc1ccc(Cc2nnc(N/N=C/c3ccc(O)cc3O)[nH]c2=O)cc1OC
29	-4	-3	0.3	1	-8	0	2	2	-3	-9	CCCN1CCC(NC(=O)Nc2ccc(F)cc2F)CC1
30	5	10	0.2	8	-8	1	2	-1	5	-8	O=C(Nc1cccc(S(=O)(=O)N2CCCC2)c1)c1ccncc1

(more compounds)
cpd	SIAE inh	TDP2 inh	KLK7 zymogen act	MBD2 inh	DDE Tn6 FP inh	UHRF1 binding	TCR-CD3 inh	LEDGF integ inh	PRMT1 FP inh	Tn7 DDE FP	Structure
31	1	-1	0.6	-1	-6	-1	13	1	0	-8	CCOC(=O)C1CCCN(C(=O)c2cc(COc3ccc(C)nc3)on2)C1 (centres undefined)
32	1	0	·	8	-1	12	·	0	4	6	COc1ccc(-c2nc3ccccc3c(=O)n2Cc2ccccc2)cc1COc1ccc(NC(C)=O)cc1
33	3	12	0.1	-1	-1	0	-3	3	-2	0	Cc1ccc(C(C(=O)NCCc2ccccc2)N(C(=O)c2csnn2)C2CC2)cc1 (centres undefined)
34	5	-8	-0.6	0	-1	4	-2	-4	1	-6	O=C(OC1CCCCC1=O)c1cc(S(=O)(=O)N2CCOCC2)ccc1F (centres undefined)
35	3	-9	3.0	4	0	-1	1	-1	4	1	O=C(NC1CCCCC1)C(c1ccncc1)n1c(=O)c(-c2ccccc2)nc2ccccc21 (centres undefined)
36	-3	-1	0.1	-5	7	-2	6	1	-1	3	c1coc(CN(Cc2cccs2)Cc2nnnn2C2CCCCC2)c1
37	-5	-4	-0.5	7	-6	2	-3	2	3	5	O=C(NCCc1ccccc1)C(=O)NCc1ccncc1
38	1	-2	-0.7	-5	-9	5	-5	-2	7	-4	Cc1cc(C)nc(NS(=O)(=O)c2ccc(NC(=O)Cc3ccc(F)cc3)cc2)n1
39	2	22	0.6	3	0	-3	7	-2	-3	-3	COc1ccc(CCC(=O)NCc2ccc3c(c2)OCO3)cc1
40	4	-6	88*	-5	-6	0	-1	2	0	-6	CC[C@]12c3[nH]c4cc(-c5ccco5)ccc4c3CCN1C(=O)[C@@H](CC(=O)NCCN1CCOCC1)C[C@@H]2C(=O)N1CCN(C(=O)c2ccco2)CC1
41	3	7	-0.3	-1	2	-1	3	-3	1	4	C/C(=C\c1ccc(N)cc1)c1nc2ccccc2[nH]1
42	6	-1	0.6	-4	0	-2	3	3	0	-1	Cc1cc(C)cc(C(O)c2ncc(-c3ccccc3F)[nH]2)c1 (centres undefined)
43	3	3	0.4	1	2	-1	9	0	-1	2	COc1cc(C2NC(=O)NC(C)=C2C(=O)OC2CCCCC2)cc(Cl)c1O (centres undefined)
44	-3	3	0.4	-4	3	-4	-3	-1	0	0	CC(=O)N1CCN(Cc2nc3cc(NC(=O)c4ccccc4)ccc3n2C)CC1
45	-4	2	-0.6	2	-5	-1	-2	0	0	4	O=C(/C=C/c1ccc2c(c1)OCO2)NCCSCc1cccc(Cl)c1

Entries of single compounds as entered above. Order of values: SIAE inh, TDP2 inh, KLK7 zymogen act, MBD2 inh, DDE Tn6 FP inh, UHRF1 binding, TCR-CD3 inh, LEDGF integ inh, PRMT1 FP inh, Tn7 DDE FP
Profile of COc1cc(C2NC(=O)NC(C)=C2C(=O)OC2CCCCC2)cc(Cl)c1O (centres undefined) = 3, 3, 0.4, 1, 2, -1, 9, 0, -1, 2
Profile of O=C(Nc1cccc(S(=O)(=O)N2CCCC2)c1)c1ccncc1 = 5, 10, 0.2, 8, -8, 1, 2, -1, 5, -8
Profile of Nc1ccc(-c2cc3ccccc3oc2=O)cc1 = -3, 8, -0.6, 1, -1, -3, -2, -3, 1, 1

Next records
cpd	SIAE inh	TDP2 inh	KLK7 zymogen act	MBD2 inh	DDE Tn6 FP inh	UHRF1 binding	TCR-CD3 inh	LEDGF integ inh	PRMT1 FP inh	Tn7 DDE FP	Structure
46	-4	-1	0.2	-3	0	0	4	0	-5	3	O=C(CCN1CCCCC1)Nc1cccc(Cl)c1
47	2	12	0.5	-2	-4	0	5	5	-2	-5	COc1cccc(C(=O)NNC(=O)C(=O)Nc2cccc3ccccc23)c1
48	-8	6	-0.2	3	0	1	-1	2	-2	-2	Cc1cc(NC(=O)C2CC2)n(-c2nc3ccccc3s2)n1
49	-46	-9	-0.1	-2	-5	-2	-8	4	1	-3	Cc1nc(NC(=O)c2ccccc2)sc1-c1csc(Nc2ccc(C(=O)O)cc2)n1
50	10	15	0.3	-4	2	-3	7	3	0	-8	COc1ccccc1NC(=O)CN1C(=O)NC(C)(C)C1=O
51	-2	-8	-9.1	1	3	-1	3	0	-1	-1	COC(=O)c1c(NC(=O)c2ccc(OC(C)C)cc2)sc2c1CC(C)(C)NC2(C)C
52	0	-3	1.5	4	-2	1	·	-4	3	-15	C[C@H](O)[C@@H]1C(=O)N2CCc3c([nH]c4c(-c5ccc6c(c5)OCO6)cccc34)[C@@H]2C[C@@H]1N(C)C(=O)c1ccccc1F
53	2	7	0.6	-2	8	-1	2	2	-4	-3	CC(C)CCC(C(=O)O)C(C)CC(=O)Nc1ccn(-c2ccccc2)n1 (centres undefined)
54	10	-2	-0.6	5	-2	2	-6	2	4	-1	COc1ccc(NC(=O)CN(C)C(=O)/C=C/c2ccc(OCc3ccccc3)cc2)cc1
55	5	14	0.2	-4	8	-1	1	5	-3	-7	Cc1cc(C(=O)OCC(=O)Nc2cccc(S(=O)(=O)N(C)C)c2)c(C)o1

From entry 50 as far as 55, copied from above:
cpd	SIAE inh	TDP2 inh	KLK7 zymogen act	MBD2 inh	DDE Tn6 FP inh	UHRF1 binding	TCR-CD3 inh	LEDGF integ inh	PRMT1 FP inh	Tn7 DDE FP	Structure
50	10	15	0.3	-4	2	-3	7	3	0	-8	COc1ccccc1NC(=O)CN1C(=O)NC(C)(C)C1=O
51	-2	-8	-9.1	1	3	-1	3	0	-1	-1	COC(=O)c1c(NC(=O)c2ccc(OC(C)C)cc2)sc2c1CC(C)(C)NC2(C)C
52	0	-3	1.5	4	-2	1	·	-4	3	-15	C[C@H](O)[C@@H]1C(=O)N2CCc3c([nH]c4c(-c5ccc6c(c5)OCO6)cccc34)[C@@H]2C[C@@H]1N(C)C(=O)c1ccccc1F
53	2	7	0.6	-2	8	-1	2	2	-4	-3	CC(C)CCC(C(=O)O)C(C)CC(=O)Nc1ccn(-c2ccccc2)n1 (centres undefined)
54	10	-2	-0.6	5	-2	2	-6	2	4	-1	COc1ccc(NC(=O)CN(C)C(=O)/C=C/c2ccc(OCc3ccccc3)cc2)cc1
55	5	14	0.2	-4	8	-1	1	5	-3	-7	Cc1cc(C(=O)OCC(=O)Nc2cccc(S(=O)(=O)N(C)C)c2)c(C)o1

The order is random, and some 4.6% of all compounds hit somewhere here.
